Vif-APOBEC3F blk: Vif-A3F binding inhibition. HeLa A3F-eYFP + Vif (tagged APOBEC3F with the HIV-1 protein that degrades it), YFP fluorescence increase. Potency, µM (titrated, usually from 46.1 µM), for the others: at the highest dose activity, negative = active. hit rate 0.2% among 390,000; further: % of control where 0% means no effect; nearly all actives have a fitted effect of over 65% in size
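HeLa cells stably expressing Vif plus C-terminally eYFP-tagged A3F were seeded, incubated overnight at 37 deg C, dosed with compound, incubated overnight again at 37 deg C. Yellow fluorescence (Ex 488/Em 500-530) reported blocked Vif-mediated A3F-eYFP degradation.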
RGS4 inh: blocks human RGS4-accelerated GTP hydrolysis | Potency, µM (series often up to 114 µM), for inactives: at the highest dose activity change, negative = inhibition, actives largely listed as inhibitors | AID 504845 | P49798 | Transcreener GDP fluorescence polarization, RGS4-accelerated GTP hydrolysis | hit rate 0.039% among 390,000; further: on the % scale 0 is the no-effect control and ±100 the full control effect; nearly all actives have a fitted effect of over 75% in size; some results filed as inactive show a strong effect at the top dose
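MLSMR compounds (23 nl, pin-transferred) preincubated 10 min at room temperature with a 500nM (2x) first reagent, then RGS4 at 900nM (2x) plus Transcreener GDP mix added; fluorescence polarization (620/688 nm) read before and after 90 min at 30 °C.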
TrxR1 inh: blocks rat thioredoxin reductase 1; hit rate 1% among 390,000; AID 588453; Potency, µM (titrated, usually from 114 µM), for inactives: at the top dose activity change, negative = inhibition, actives largely listed as inhibitors; recombinant rTrxR1, NADPH fluorescence consumption, selenite substrate; O89049; further: on the % scale 0 is the no-effect control and ±100 the full control effect; nearly all actives have a fitted effect of over 65% in size
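Rat TrxR1 (90 nM in the dispensed reagent) was pre-reduced with 400 uM NADPH for 5 min at room temperature, then incubated with compound for 15 min. After 400 uM selenite was added, NADPH fluorescence (Ex 340/Em 450 nm) was followed for 8 min.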
12-LOX inh: blocks human arachidonate 12S-lipoxygenase; P18054; purified 12hLO, xylenol orange hydroperoxide absorbance; Potency, µM (titrated, usually from 108 µM), for the others: at the highest dose activity change, negative = inhibition, most hits filed as inhibitors; hit rate 1.1% among 580,000; further: on the % scale 0 is the no-effect control and ±100 the full control effect
Target sequence (P18054 whole entry, looked up): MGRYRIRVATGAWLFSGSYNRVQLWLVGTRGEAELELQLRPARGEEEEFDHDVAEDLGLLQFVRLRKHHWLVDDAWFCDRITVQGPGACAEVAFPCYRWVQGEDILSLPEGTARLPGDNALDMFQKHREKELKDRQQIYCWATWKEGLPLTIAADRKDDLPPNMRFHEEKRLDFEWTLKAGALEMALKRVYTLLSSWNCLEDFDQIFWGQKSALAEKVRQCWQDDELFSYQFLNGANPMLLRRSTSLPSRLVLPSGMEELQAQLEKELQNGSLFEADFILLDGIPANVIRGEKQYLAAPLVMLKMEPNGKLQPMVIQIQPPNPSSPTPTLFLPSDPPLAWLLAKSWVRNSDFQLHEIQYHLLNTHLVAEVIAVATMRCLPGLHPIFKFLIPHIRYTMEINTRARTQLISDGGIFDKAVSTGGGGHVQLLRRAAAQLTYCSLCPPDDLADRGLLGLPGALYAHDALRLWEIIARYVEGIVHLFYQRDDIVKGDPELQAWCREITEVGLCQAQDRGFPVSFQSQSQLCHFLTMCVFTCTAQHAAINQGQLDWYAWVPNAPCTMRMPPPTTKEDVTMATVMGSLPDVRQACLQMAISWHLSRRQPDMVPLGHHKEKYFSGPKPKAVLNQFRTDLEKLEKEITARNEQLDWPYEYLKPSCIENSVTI
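Purified human 12hLO at 150 nM in 25 mM Hepes, 0.01% Triton X-100, pH 7.0, preincubated 15 min at room temperature with compound. Reaction started with 40 uM arachidonic acid, 30 min at room temperature. Hydroperoxide measured by Fe-xylenol orange, 573/405 nm absorbance ratio.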
RXFP1 ag: activates the human relaxin receptor RXFP1. Q9HBX9. HEK293T-RXFP1 cAMP TR-FRET, 30 min; response scale: percent of porcine relaxin response, buffer zero. Potency, µM (top dose mostly 57.5 µM), for inactives: top-dose activation, usual class: activators. hit rate 0.3% among 370,000; further: on the % scale 0 is the no-effect control and ±100 the full control effect; nearly all actives have a fitted effect of over 60% in size; many of its hits are not listed in these tables
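HEK293 cells stably expressing RXFP1, treated 30 min at 37C with compounds plus PDE4 inhibitor Ro 20174; cAMP measured by HTRF TR-FRET. Normalized to buffer and 29 nM porcine relaxin; EC50 by Hill fit.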
TrxR1 substrate: substrates of rat thioredoxin reductase 1; hit rate 0.01% among 390,000; purified TrxR1 substrate turnover, NADPH consumption readout; O89049; Potency, µM (doses to about 114 µM), inactives show top-dose activity change, negative = substrate turnover; further: on the % scale 0 is the no-effect control and ±100 the full control effect; nearly all actives have a fitted effect of over 50% in size
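Rat TrxR1, dispensed at 90 nM, was prereduced with 400 uM NADPH (final) for 5 min at ~22 deg C, then incubated with compound 15 min before 400 uM selenite. A first-read NADPH fluorescence drop versus no-compound background flagged substrates.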
IDH1 R132H inh: inhibitors of human mutant IDH1 R132H. Potency, µM (doses to about 76.6 µM), for the others: at the top dose activity change, negative = inhibition, usual class: inhibitors. IDH1-R132H enzyme, NADPH consumption, diaphorase/resazurin fluorescence. AID 602179. hit rate 0.093% among 390,000; further: on the % scale 0 is the no-effect control and ±100 the full control effect; nearly all actives have a fitted effect of over 65% in size
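IDH1-R132H (0.5 ug/mL) preincubated 30 min with compound, then NADPH (0.016 mM) and alpha-KG (2 mM) added; 80 min at RT, pH 7.5. Remaining NADPH coupled via diaphorase/resazurin to fluorescence (540/590 nm); concentration-response curves normalized to no-enzyme control.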
USP1 inh: inhibitors of human USP1/UAF1 deubiquitinase; O94782; recombinant USP1/UAF1, Ub-Rhodamine cleavage fluorescence; Potency, µM (top dose mostly 57.1 µM), for the others: at the top dose activity change, negative = inhibition, actives largely listed as inhibitors; hit rate 0.23% among 390,000; AID 743255; further: on the % scale 0 is the no-effect control and ±100 the full control effect; nearly all actives have a fitted effect of over 60% in size; inactives centre near -12
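USP1/UAF1 complex (1 nM) preincubated 15 min at room temperature with compound, then Ub-Rho substrate (150 nM final) added. Kinetic fluorescence at 480/540 nm over 6 reads at 60 s intervals; 50 mM HEPES pH 7.8, 0.5 mM EDTA, 0.1 mg/ml BSA, 1 mM TCEP, 0.01% Tween-20.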
Vif-APOBEC3G blk: blocks the Vif interaction with human APOBEC3G. Q9HC16. HeLa A3G-eYFP + Vif (tagged APOBEC3G with the HIV-1 protein that degrades it), YFP fluorescence, overnight. Potency, µM (titrated, usually from 46.1 µM), inactives show at the highest dose activity, negative = active, actives largely listed as inhibitors. hit rate 0.076% among 410,000. AID 602310;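 further: on the % scale 0 is the no-effect control and ±100 the full control effect; nearly all actives have a fitted effect of over 60% in size; hits raise eYFP signal because A3G escapes Vif-driven loss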
Target sequence (Q9HC16 whole entry, looked up): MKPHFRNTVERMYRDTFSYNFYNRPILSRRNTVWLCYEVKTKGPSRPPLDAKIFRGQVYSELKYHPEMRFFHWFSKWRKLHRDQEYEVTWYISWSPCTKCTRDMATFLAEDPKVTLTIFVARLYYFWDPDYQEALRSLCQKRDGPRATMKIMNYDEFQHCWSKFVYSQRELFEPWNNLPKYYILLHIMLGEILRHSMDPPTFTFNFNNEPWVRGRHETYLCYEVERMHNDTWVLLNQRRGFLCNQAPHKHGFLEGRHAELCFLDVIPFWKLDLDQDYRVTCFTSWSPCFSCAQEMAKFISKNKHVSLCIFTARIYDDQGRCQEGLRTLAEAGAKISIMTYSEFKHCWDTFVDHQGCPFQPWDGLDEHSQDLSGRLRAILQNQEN
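Read-out is eYFP fluorescence (Ex 488/Em 500-530) from Vif-expressing HeLa A3G-eYFP cells; more signal means A3G escaped Vif-mediated degradation. Cells plated overnight, compound pinned in, incubated overnight at 37 deg C.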
Numbers without * were called inactive; ? = inconclusive; · = not tested or not shown; & = joins results of further samples; [ ] = another dose, or the depositor's remark. The call rests on the fitted dose curve; in most records, active means well fitted curve in the direction sought with a large enough effect; inconclusive means small, poorly fitted or top-dose-only effect, or another doubt; inactive means no such curve, though single readings can be large; an effect the other way counts as inactive or inconclusive. Potency means the concentration at half of the fitted maximal effect.

compound	Vif-APOBEC3F blk	RGS4 inh	TrxR1 inh	12-LOX inh	RXFP1 ag	TrxR1 substrate	IDH1 R132H inh	USP1 inh	Vif-APOBEC3G blk
Cc1ccc(S(=O)(=O)N(C)CC(=O)Nc2nc3ccccc3s2)cc1	·	14%	-9%	-18%	-0.4%	-15%	15%	-8%	-2%
O=[n+]1c2c(n([O-])c3cc(F)ccc31)CCCC2	5%	2%	-1%	52%[activator]	4.5%	-5%	-1%	-20%	0%
COc1ccc(N(C)C(=O)C2CCN(S(=O)(=O)c3cc(Br)cc4c3N(C(C)=O)CC4)CC2)cc1	-8%	11%	20%	-30%	2.7%	9%	-1%	-23%	-4%
COc1ccc2c3c([nH]c2c1)C1CC2C(CC(O)C(OC)C2C(=O)O)CN1CC3 (stereo not given)	-6%	-5%	7%	31%[activator]	0.0%	15%	3%	?	-2%
CCOC(=O)N1CCN(C(=O)C2CCN(C(=O)c3ccc([N+](=O)[O-])cc3)CC2)CC1	-20%	9%	-1%	1%	0.9%	-6%	8%	-19%	-2%
CCCCn1c(-c2nonc2NC(=O)c2ccccc2Cl)nc2ccccc21	0%	7%	34%	10%	·	19%	0%	-19%	-9%
Cc1c(C(=O)NCc2ccco2)oc2ccc(S(=O)(=O)N3CCC4(CC3)OCCO4)cc12	-5%	-14%	4%[57.1 µM]	-10%	0.4%	8%[57.1 µM]	-2%	-23%	-4%
CN(Cc1ccncn1)C(=O)C1CCC(=O)N(Cc2cccc(C(F)(F)F)c2)C1 (stereo not given)	-5%	-3%	5%	8%	-0.2%	-5%	9%	-1%	0%
CN(C)S(=O)(=O)c1cccc(C(=O)NCC(C)(C)CNC(=O)c2cccc(S(=O)(=O)N(C)C)c2)c1	11%	-5%	10%	-28%	0.4%	1%	7%	?	2%
O=C(O)c1nc(N2CCCC2)ncc1Cl	-5%	3%	21%	?	-0.3%	0%	2%	-16%	3%
CN(C)C(=O)c1ccc(NC(=O)COC(=O)CC23CC4CC(CC(Br)(C4)C2)C3)cc1	-3%	19%	11%	-2%	0.1%	-6%	0%	-1%	0%
O=C(c1cccc(C(=O)N2CCN(c3ccccc3F)CC2)c1)N1CCN(c2ccccc2F)CC1	·	31%	29%	3%	1.1%	4%	2%	-2%	-6%
O=C(C1=C[C@H](c2ccc3c(c2)OCO3)C[C@H](OCCCCO)O1)N1CCOCC1	-1%	2%	14%	0%	-0.9%	3%	7%	-23%	1%
CCOC(=O)/C(=N/Nc1ccccc1)Sc1nnnn1-c1ccc(C)cc1	?	-10%	-17%	?	0.2%	-5%	1%	-1%	0%
Oc1ccc(/C=N/NC(=S)Nc2cccnc2)c(O)c1O	-9%	-109%	?	?	-1.5%	-19%	14%	?	-4%
O=C(NC1CCSc2ccccc21)c1ccccc1Br (stereo not given)	-2%	19%	4%	213%[activator]	12%	-2%	-7%	-2%	8%
O=C(COC(=O)CNC(=O)c1ccc(Cl)cc1Cl)Nc1cccc(S(=O)(=O)N2CCCC2)c1	0%	-26%	-13%	-17%	0.9%	-9%	7%	-3%	-2%
COc1cc(Nc2ncc3c(n2)CCN(Cc2cc(F)cc(F)c2)C3)cc(OC)c1	·	23%	8%[57.1 µM]	-22%	-1.8%	0%[57.1 µM]	·	-18%	·
COc1ccc(-c2cc([C@H]3[C@@H]4C=CCC[C@@]4(C)C(=O)N3Cc3ccccc3)ccc2F)cc1OC	2%	-18%	37%[activator]	11µM*	2.7%	14%	-4%	?	-3%
O=C(Nc1nccs1)C(Br)C(Br)c1ccccc1 (stereo not given)	6%	-42%	-14%	-1%	1.4%	5%	5%	?	?

Next part; the last 2 above are carried over.
compound	Vif-APOBEC3F blk	RGS4 inh	TrxR1 inh	12-LOX inh	RXFP1 ag	TrxR1 substrate	IDH1 R132H inh	USP1 inh	Vif-APOBEC3G blk
COc1ccc(-c2cc([C@H]3[C@@H]4C=CCC[C@@]4(C)C(=O)N3Cc3ccccc3)ccc2F)cc1OC	2%	-18%	37%[activator]	11µM*	2.7%	14%	-4%	?	-3%
O=C(Nc1nccs1)C(Br)C(Br)c1ccccc1 (stereo not given)	6%	-42%	-14%	-1%	1.4%	5%	5%	?	?
Cc1cc2ccccc2c(=O)n1CC(=O)NCC(=O)N1CCN(c2ccccc2)CC1	2%	-21%	4%	0%	1.8%	7%	3%	-12%	0%
COc1cc(-c2noc(CCC(=O)NC3CCCC3)n2)cc(OC)c1OC	8%	7%	42%[activator]	-2%	0.4%	16%	-6%	-17%	-4%
CCOCCCNC(=O)COc1ccc(OC)cc1	-16%	-3%[11.4 µM]	8%[57.1 µM]	-16%	-0.2%	7%[57.1 µM]	2%	-13%	0%
CCN(Cc1ccccc1)CC(O)COc1ccccc1 (stereo not given)	2%	-14%	-2%	?	1.7%	-4%	8%	-17%	-3%
Cc1cc(C(=O)Nc2nc3ccc(S(C)(=O)=O)cc3s2)c(C)o1	?	-21%	5%	?	?	0%	5%	-21%	-19%
Nc1c(N(CCO)C(=O)C2CCCCC2)c(=O)[nH]c(=O)n1Cc1ccccc1	11%	11%	16%	25%	3.6%	6%	-2%	-16%	3%
O=C(COc1ccc2c(c1)C(=O)CC1(CCCCC1)O2)NCc1ccccc1	-4%	3%	13%[57.1 µM]	-23%	3.1%	32%[57.1 µM]	5%	-9%	-6%
COC(=O)c1cc2occc2n1CC(=O)Nc1cccc(SC)c1	-6%	-12%	9%	6%	-0.6%	11%	-10%	-21%	0%
COc1ccc(CCNC(=O)Cn2nc(C)n3c(cc4cc(F)ccc43)c2=O)cc1OC	0%	13%	17%	15%	3.1%	9%	13%	-16%	-4%
C[C@@]12C(=O)N(c3ccc(C(F)(F)F)cc3)C(=O)N1[C@@H]1c3ccccc3OC[C@@H]1[C@H]2c1ccccc1	-5%	16%	40%	·	-0.4%	4%	-1%	-8%	-2%
O=C(NCCCN1CCCC1=O)c1cc2c(s1)CCCCC2	-3%	-13%	5%	12%	-2.5%	3%	-3%	-14%	-5%
Cc1cc(C)c(NC(=O)C(C)n2c(=O)cc(-c3ccccc3)c3c(C)nn(C)c32)c(C)c1 (stereo not given)	2%	-32%	10%[57.1 µM]	-9%	?	-3%[57.1 µM]	9%	-26%	0%
CCN(C(=O)Cn1c(C(=O)OC)cc2sccc21)c1cccc(C)c1	-4%	8%	18%	-4%	-0.1%	0%	-5%	-22%	-2%
Cc1ccc(OCCNC(=O)C2CC(=O)N(c3ccc(C)cc3)C2)cc1 (stereo not given)	0%	-20%	-14%	0%	1.0%	-17%	2%	-4%	1%
CN(C)S(=O)(=O)c1ccc2nnn(OCC(=O)NC34CC5CC(CC(C5)C3)C4)c2c1	2%	-17%	-8%	-12%	2.5%	-7%	7%	-11%	0%
CN1CCc2c(sc(NC(=O)Cc3ccccc3)c2C#N)C1	3%	-9%	6%[57.1 µM]	?	2.9%	-1%[57.1 µM]	-14%	-14%	1%
O=C1NC(=S)CN1c1ccccc1	-4%	?	-1%	?	3.1%	-8%	3%	-2%	1%
Cc1ccc(N(CC(=O)NCc2ccccc2Cl)S(=O)(=O)c2cccs2)cc1	2%	4%	17%	9%	1.1%	6%	-1%	?	1%
O=C(CN1C(=O)NC2(CCCCC2)C1=O)Nc1ccc(N2CCOCC2)cc1	-27%	-10%	14%	-17%	-0.8%	3%	2%	-24%	1%
COCCCNC(=S)NNC(=S)Nc1ccccc1	7%	?	-5%[57.1 µM]	?	-1.0%	3%	4%	-18%	-1%
Cc1ccccc1N(C=O)c1ccccc1C	?	8%	-2%[57.1 µM]	0%	·	2%[57.1 µM]	-2%	8%	0%
COc1cccc(N2CC(NC(=O)c3cccc4ccccc34)CC2=O)c1 (stereo not given)	-1%	6%	-9%[57.1 µM]	1%	0.9%	-3%[57.1 µM]	-11%	-14%	-3%
Cc1ccc(NC(=O)C2CCCN2S(=O)(=O)c2ccc3c(c2)n(C)c(=O)c(=O)n3C)cc1C (stereo not given)	3%&0%	34%&-7%	-13%&8%	-19%&1%	-0.4%&0.1%	-10%&5%	16%&11%	-6%&-26%	-5%&-3%
CC(=O)Nc1cccc(-c2csc(Nc3cccc(C)n3)n2)c1	-2%	-11%	5%	-21%	0.3%	7%[57.1 µM]	1%	-12%	2%
COc1ccccc1N1CCN(C(=O)C(F)F)CC1	-4%	-1%	-4%[57.1 µM]	-4%	-1.1%	2%[57.1 µM]	-2%	-14%	-1%
O=C(NCCO)c1ccc2nc(Cc3cccc(Cl)c3)oc2c1	-7%	17%	15%	23%	0.0%	3%	2%	-14%	-2%
O=C(CSc1nnnn1-c1ccccc1)NCC1(N2CCCCC2)CCCCC1	-12%	-13%	22%	196%[activator]	-0.8%	4%	-5%	-15%	-1%

Source: PubChem (National Center for Advancing Translational Sciences (NCATS))

A portion of the library, so the mix of outcomes need not match the whole.
